TCR act – T cell receptor activation; AID 504894; 330,000 tested, under 10 active; primary human leukocytes, anti-CD3, IL-2 HTRF, 48 h; Potency, µM (top dose mostly 9.22 µM), without a hit: top-dose activation of IL-2 secretion, most hits filed as activators; note: % of control where 0% means no effect
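IL-2 release read by HTRF sandwich (Eu cryptate donor, d2 acceptor, 665 nm emission) after 48 hr exposure of primary human leukocytes to compound together with anti-CD3 beads in the absence of co-stimulatory signals.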
ELG1 DNA repair – inhibitors of ELG1-dependent DNA repair in HEK293T cells. HEK293T ELG1-luciferase reporter, luminescence, 16 h; DNA damage induced by 5-fluorouridine. Potency, µM (highest dose often 46.1 µM), for inactives: at the highest dose activity change, negative = inhibition, most hits filed as inhibitors. 330,000 tested, 2.3% active; note: potency is the fitted concentration of half-maximal effect; % is set by controls: 0 for no effect and ±100 for the full control effect; nearly all actives have a fitted effect of over 55% in size
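Luminescence from the luciferase reporter, measured 30 min after ONE-Glo reagent at room temperature, was the read-out. Beforehand, 2,000 cells per well were exposed for 16 hr at 37 °C to 5-fluorouridine together with compound or vehicle.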
TSHR antag – antagonists of human thyroid stimulating hormone receptor; P16473; TSHR-expressing cells, TSH-stimulated cAMP HTRF, 2 h; active compounds read low; activity change, negative = inhibition, % at 11.5 µM; 330,000 tested, 0.2% active; AID 504810;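 active = activity change below a set negative limit, meaning inhibition stronger than a set level, cut at about -70% in these data; inconclusive = activity change between two set negative limits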; note: % is set by controls: 0 for no effect and ±100 for the full control effect
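Read-out is FRET at 665 nm (cryptate excitation 337 nm) from a cryptate-tagged anti-cAMP antibody, competed by cell cAMP against cAMP-d2. Compounds are tested on freshly harvested TSHR cells challenged with 4nM TSH (EC80) for 2 hours at 37 deg C.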
KCNH2 3.1 inh – inhibitors of human KCNH2 3.1 potassium channel isoform | U2OS KCNH2 3.1, thallium flux FluxOr; active compounds read low | activity change, % (tested at about 1.8 µM) | 340,000 tested, 0.95% active | AID 720553;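 active = maximum activity change below -70%; inconclusive = maximum activity change from -70% to -50%; inactive = maximum activity change above -50%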;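 note: thallium influx rate constant from kinetic fluorescence after stimulation buffer; % is set by controls: 0 for no effect and ±100 for the full control effect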
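Normalized rate constant (relative to positive and negative DMSO controls) derived from a 2 min kinetic fluorescence read after stimulation; U2OS cells expressing the 3.1 isoform via virus at 1.77 x 10^8 /mL.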
KCNH2 WT inh – KCNH2 (human, wildtype) channel inhibition; U2OS, BacMam KCNH2, thallium flux FluxOr; active compounds read low; activity change, % at 1.84 µM; 340,000 tested, 0.37% active;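 active = maximum activity change below -70%; inconclusive = maximum activity change between -70% and -50%; inactive = maximum activity change above -50%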; note: % is set by controls: 0 for no effect and ±100 for the full control effect
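U2OS cells transduced with wild-type KCNH2 virus are loaded with FluxOr dye for 45 min, and thallium flux is measured in kinetic reads before and after stimulation buffer. Rate constants are normalized to DMSO controls.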
TRPV1 agonist – agonists of human vanilloid receptor 1 (TRPV1). Q8NER1. TRPV1-expressing cells, Fluo-8 calcium influx, agonist mode. activation, % at 8.33 µM. 320,000 tested, 0.19% active. AID 540275; in the data active = activation above about 80%; inconclusive = between about 30% and that limit; note: 0% is about no effect
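Fluo-8 calcium influx in TRPV1-expressing cells, kinetic read (ex 480/em 520 nm). Compound added and read 3 min for agonist activity, followed by capsaicin at EC20 final and 2 min further read for enhancement.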
AT treatment – candidate therapy for ataxia-telangiectasia; […] A-T fibroblasts, KAP-1 phosphorylation AlphaLISA; neocarzinostatin DNA damage 30 min before lysis; Potency, µM (doses to about 57.5 µM), inactives show top-dose activation, most hits filed as activators; 320,000 tested, 0.19% active; note: potency is the fitted concentration of half-maximal effect; % of control where 0% means no effect; nearly all actives have a fitted effect of over 45% in size
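ATM-like activity read as KAP-1 phosphorylation via AlphaLISA donor/acceptor antibody pairs after lysis and 6 hr at 25C. Cells were ATM-null patient fibroblasts ([…], hTERT), dosed 60 min, then exposed to the DSB inducer NCS for 30 min.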
USP2a inh – USP2a (human) protease inhibition | Potency, µM (highest dose often 38.3 µM), without a hit: top-dose activity change, negative = inhibition, usual class: inhibitors | USP2 core, Ub-CHOP2 coupled fluorogenic reporter, 485/531 | 330,000 tested, 0.01% active | AID 463254;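 note: potency is the fitted concentration of half-maximal effect; plate controls were DMSO wells for no effect and full inhibition by NEM control for full effect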
Target sequence (O75604 whole entry, looked up): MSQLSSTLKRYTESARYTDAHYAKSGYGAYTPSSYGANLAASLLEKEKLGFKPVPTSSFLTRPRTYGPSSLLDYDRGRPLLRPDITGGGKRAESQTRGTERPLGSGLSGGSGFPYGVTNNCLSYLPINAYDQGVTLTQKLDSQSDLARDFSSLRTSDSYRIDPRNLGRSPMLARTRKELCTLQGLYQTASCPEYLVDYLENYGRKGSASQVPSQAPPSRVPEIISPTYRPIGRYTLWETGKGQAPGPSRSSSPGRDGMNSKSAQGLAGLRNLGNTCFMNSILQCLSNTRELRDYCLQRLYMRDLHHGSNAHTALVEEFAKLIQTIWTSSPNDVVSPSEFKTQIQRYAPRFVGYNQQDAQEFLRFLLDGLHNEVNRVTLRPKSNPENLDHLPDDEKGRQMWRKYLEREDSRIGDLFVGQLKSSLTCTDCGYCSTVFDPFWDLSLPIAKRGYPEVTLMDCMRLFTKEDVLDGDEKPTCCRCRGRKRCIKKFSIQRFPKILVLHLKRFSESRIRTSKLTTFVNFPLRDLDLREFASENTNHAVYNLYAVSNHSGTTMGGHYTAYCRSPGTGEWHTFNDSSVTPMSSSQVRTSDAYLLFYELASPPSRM
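Deubiquitinase activity read as fluorescence (485/531 nm) after Ub-CHOP2 cleavage activates the enterokinase reporter on its substrate; USP2 core 10nM, Ub-CHOP2 and substrate 25nM each, 30min compound preincubation then 60min RT; data normalized to NEM, curves fitted.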
Mito fusion act – mitochondrial division inhibition or fusion activation | S. cerevisiae fusion-defective mutant growth rescue, CellTiterGlo 48 h | Potency, µM (doses to about 46.1 µM), for inactives: at the highest dose growth rescue (activation), most hits filed as activators | 320,000 tested, 0.23% active;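 note: potency is the fitted concentration of half-maximal effect; % of control where 0% means no effect; nearly all actives have a fitted effect of over 45% in size; temperature-sensitive fusion mutants such as fzo1-1 at 37 °C on non-fermentable ethanol glycerol medium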
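Yeast fusion mutant, YPEG (non-fermentable carbon), compound, 48 h at 37C non-permissive; CellTiterGlo added, 10 min RT, luminescence read. Rescued growth = division inhibition.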
Eya2 inh – Eya2 (human) phosphatase inhibition | O00167 | recombinant Eya2, OMFP fluorescence dephosphorylation (OMFP is methylfluorescein phosphate) | Potency, µM (highest dose often 76.9 µM), without a hit: at the top dose activity, negative = inhibition, most hits filed as inhibitors | 330,000 tested, 0.006% active | AID 488837; note: potency is the fitted concentration of half-maximal effect; % is set by controls: 0 for no effect and ±100 for the full control effect
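Eya2 (0.2 uM) preincubated 10 min at ambient with compound, then OMFP substrate added at 50 uM; 10 min reaction in 50 mM HEPES pH 7.5, 50 mM NaCl, 5 uM MgCl2, 0.05% BSA, 1 mM DTT. Fluorescence read at Ex 485/Em 525 nm.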
Starred values were filed as active, the others as inactive; ? = inconclusive; . = not tested or not shown; [ ] = another dose, or the depositor's remark. Unless noted, calls come from the whole dose curve; as a rule, active = well fitted curve in the direction sought with a large enough effect; inconclusive = small, poorly fitted or top-dose-only effect, or another doubt; inactive = no such curve, though single readings can be large; an effect the other way counts as inactive or inconclusive. Only part of the results is shown; the hit share may differ from the screen's.

SMILES	TCR act	ELG1 DNA repair	TSHR antag	KCNH2 3.1 inh	KCNH2 WT inh	TRPV1 agonist	AT treatment	USP2a inh	Mito fusion act	Eya2 inh
Cc1cc(C)c(NS(=O)(=O)c2ccc3c(c2)NC(=O)CCS3)c(C)c1	-3%	?	0	3	8	?	-8%	1%	-2%	-4%
O=C(CCS(=O)(=O)c1ccc(Br)cc1)Nc1cc(F)ccc1F	-2%[46.1 µM]	-4%	5	-1	0	1	5%	-1%	5%	2%
Cc1ccccc1N=C1N=C(N)c2ccccc21	-1%[46.1 µM]	-1%	1	2	0	-7	7%	2%	-2%	-19%
COc1cc(C(=O)NC(=S)NNC(=O)[C@H]2C[C@@H]2c2ccccc2)cc(OC)c1OC	3%	?	18	-21	-7	2	-10%	0%	-9%	4%
CCc1ccc(C(=O)/C=C/NCc2ccc(F)cc2)cc1	0%[46.1 µM]	?	2	-21	-3	12	0%	2%	0%	-11%
CCOC(=O)c1ccccc1NC(=O)C1CSC2(C)CCC(=O)N12 (centres undefined)	-3%	0%	-11	1	-6	-3	-3%	2%	-3%	9%
Cc1nc2nc[nH]n2c(=O)c1NS(=O)(=O)c1ccc(F)cc1	-3%	0%	-4	-2	10	3	1%	3%	0%	-6%
COc1ccc(/C=N/NC(=O)CNC(=O)c2ccncc2)cc1	-2%	21%	-2	-2	0	-3	10%	1%	-2%	-2%
COc1ccc(CCNC(=O)C/C(C)=N/NC(=O)C23CC4CC(CC(C4)C2)C3)cc1OC	3%	-2%	-7	-14	-2	14	-4%	3%	-6%	4%
CSc1ccccc1C(=O)OCC(=O)Nc1ccc(N2CCOCC2)cc1	2%	?	-5	.	-12	.	3%	2%	.	4%
CCOc1ccc(CCNC(=O)COC(=O)c2ccc3c(c2)OCCO3)cc1OCC	-3%	-9%	-2	1	-12	-1	1%	1%	3%	2%
Cc1cccc(C(C)C)c1NC(=O)c1c(-c2ccccc2)noc1C	-4%	-6%	-19	-3	-10	1	-42%	1%	2%	7%
CC(=O)Nc1ccc(C(=O)NCCN2CCOCC2)cc1	-5%	10%	0	2	-9	4	14%	1%	1%	5%
CCOC(=O)c1c(-n2cnnn2)sc(C)c1C	-6%	7%	-5	16	-32	0	-1%	0%	5%	-9%
O=C(/C=C/c1ccc(Cl)cc1)NC(=S)Nc1ccc(CN2CCOCC2)cc1	0%[46.1 µM]	21%	-5	4	6	2	3%	2%	0%	-11%
Cc1cc(C)n(-c2ccc(C(=O)Nc3cccc(S(=O)(=O)N(C)C)c3)cc2)n1	-4%[46.1 µM]	9.2µM*	-29	.	11	?	6%	4%	0%	-11%
CC1C=CCC2C(=O)N(c3cccc(C(=O)NCc4ccccc4)c3)C(=O)C12 (centres undefined)	-15%	-9%	-4	-7	-2	2	8%	2%	6%	8%
C=CCCN([C@@H](C)C(=O)OC)S(=O)(=O)c1ccccc1Br	9%	-1%	-10	6	-6	9	-19%	2%	-4%	0%
O=C(Nc1ccn(Cc2c(F)c(F)cc(F)c2F)n1)c1ccc(COc2ccccc2Cl)cc1	.	?	-11	-24	9	4	0%	-1%	-4%	-1%
NC(=S)Nc1cccc2cc3ccccc3cc12	3%	3%	-12	1	-5	0	-4%	1%	0%	8%
O=C(c1cnc(Cl)c(Cl)c1)N1CCC(Cc2ccccc2)CC1	-7%	-15%	-7	-21	-1	22	-3%	-1%	-6%	-4%
CNC(=O)c1cc(C(=O)c2ccccc2Br)c[nH]1	-8%	?	-1	-2	6	-2	13%	2%	-3%	-2%
COc1ccc(C(C)=O)cc1COC(=O)CCNS(=O)(=O)c1ccc(C(C)=O)cc1	3%	-23%	-12	1	3	26	8%	0%	0%	-1%
Cc1nc2c(c(=O)n1CCC(C)C)c1nc3ccccc3nc1n2CC1CCCO1 (centres undefined)	0%	?	-30	7	-2	.	44%	-2%	3%	-1%
COCCN(C(=O)COC(=O)c1ccc(C)s1)c1c(N)n(Cc2ccccc2)c(=O)[nH]c1=O	0%	-3%	-2	0	-1	1	0%	1%	-1%	-14%
Next compounds:
SMILES	TCR act	ELG1 DNA repair	TSHR antag	KCNH2 3.1 inh	KCNH2 WT inh	TRPV1 agonist	AT treatment	USP2a inh	Mito fusion act	Eya2 inh
C#CCOCCOCCOCCNc1nc(N2CCN(C(=O)Cn3cc(CCCCN)nn3)CC2)nc(N2CCN(C(=O)[C@H]([C@@H](C)CC)n3cc(CCCN=C(N)N)nn3)CC2)n1	9%	24%	4	?	1	-4	14%	1%	-5%	-33%
Cc1ccc(C)c2[nH]c(=O)c(CN(CCN3CCCC3)C(=O)Nc3cccc(Cl)c3)cc12	2%	15µM*	0	?	-43	0	-5%	-8%	0%	-15%
Cc1cccc(-c2csc(NC(=O)c3cnccn3)c2C(=O)OC(C)C)c1	0%	17%	34	-33	-8	-1	-1%	-1%	-3%	1%
Cc1ccc(C(=O)N2CC(C)OC(C)C2)c(Cl)c1 (centres undefined)	-3%	?	15	2	-1	-11	.	8%	-3%	20%
Cc1cccc(NC(=O)CCc2ccccc2)c1C	.	-7%	8	-2	4	11	0%	-1%	1%	0%
Cc1ccc(-c2csc(Cc3nc(-c4cc5ccccc5oc4=O)cs3)n2)cc1	0%	4%	-3	18	10	1	4%	-1%	-1%	-15%
CNc1nc2c(c(=O)[nH]c(=O)n2C)n1CCOC	.	4%	7	.	.	-4	0%	2%	3%	11%
CCN(CC)CCN1C(=O)C2C3c4ccccc4C(c4ccccc43)C2C1=O (centres undefined)	-6%	-10%	7	-8	-1	1	-8%	2%	-6%	12%
CC1=Nn2c(nc(-c3ccccc3)c2-c2ccccc2)N(CC(N)=O)C(=O)C1	2%	-1%	-2	2	2	1	20%	0%	-2%	-4%
CCN(CC)CCNc1nc(-c2cccs2)c(CC(=O)O)s1	1%	17%	2	-4	-1	-7	1%	0%	-12%	?
O=C(Cc1ccccc1)Nc1ccc(N2CCOCC2)cc1	.	?	-5	0	-2	1	0%	-1%	-4%	2%
Cc1cc(S(N)(=O)=O)c(N)c(S(N)(=O)=O)c1	-6%	?	1	2	-29	1	-4%	-6%	0%	-4%
COc1ccc(C2CC(c3ccc(Br)cc3)=NN2C(=S)Nc2ccccc2)cc1 (centres undefined)	8%	13%	-7	?	-28	3	-3%	0%	13%	3%
CC1=C(C#N)C(NC(=O)c2ccc(C)cc2)(C(F)(F)F)C(=O)N1 (centres undefined)	-2%	-4%	-7	1	7	-1	2%	1%	-2%	2%
CCCC(=O)c1ccc(N2CCN(S(=O)(=O)c3ccccc3)CC2)c(F)c1	-15%	?	-40	16	8	1	-2%	4%	-5%	0%
CCNC(=O)NC(=O)C(C)OC(=O)c1ccc(SC)cc1OC (centres undefined)	0%	1%	11	-9	.	6	-2%	3%	-2%	8%
Cc1csc(=O)n1CC(=O)Nc1ccc(S(C)(=O)=O)cc1	3%[46.1 µM]	?	5	-2	7	.	7%	3%	.	4%
Cc1cc(C)nc(S/C=C/C(=O)c2ccccc2)n1	4%	?	-13	-6	-1	21	-4%	7%	-4%	19%
CCOC(=O)c1cc(C(=O)OCC)c(=O)[nH]c1C	.	2%	28	-3	1	-2	-8%	3%	5%	-6%
COc1cc2cc(Oc3ccc4ccc(=O)oc4c3)c(=O)oc2cc1OC(C)=O	-4%	8%	-3	-2	4	0	-5%	-1%	-6%	-15%
CN(C(=O)Cn1cnc([N+](=O)[O-])n1)C1CCCCC1	10%	4%	7	6	0	0	4%	1%	-6%	20%
COc1ccc(CC(NC(C)=O)C(=O)NC2CCN(c3nnnn3-c3ccccc3)CC2)cc1OC (centres undefined)	.	4%	-11	.	.	1	5%	-1%	-1%	6%
Cc1ccc(N2C(=O)CS/C2=N\C(=S)Nc2ccccc2)cc1	-10%	0%	2	0	1	-4	39%	-4%	-8%	5%
COc1ccc(-n2c(SCC(=O)Nc3cc(C)on3)nc3c(c2=O)SCC3)cc1	-3%[46.1 µM]	-12%	17	2	6	-1	-6%	2%	0%	-23%
CCCOc1ccc(CC(=O)NCCc2ccccc2)cc1OC	0%	-7%	15	4	-1	?	2%	1%	0%	4%
Cc1cccc2c1NC1(CCCC1)CC2C (centres undefined)	-3%	?	-4	-5	3	-3	5%	-1%	-1%	0%
c1ccc(CNc2ccccn2)cc1	.	5%	-1	-6	9	-12	7%	2%	0%	-4%
C=CCn1c(SCc2nc3sc(C(=O)O)c(C)c3c(=O)[nH]2)nnc1-c1ccc(F)cc1	-4%	-2%	-10	.	14	2	0%	0%	1%	-17%

Three of the entries above in order of their number in TCR act, high to low.
Molecule | TCR act
CCNC(=O)NC(=O)C(C)OC(=O)c1ccc(SC)cc1OC (centres undefined) | 0%
Cc1ccc(C(=O)N2CC(C)OC(C)C2)c(Cl)c1 (centres undefined) | -3%
CCN(CC)CCN1C(=O)C2C3c4ccccc4C(c4ccccc43)C2C1=O (centres undefined) | -6%
